# Screens: PubChem BioAssay, several laboratories
# HIF-2a block – HIF-2a inhibition | 786-0 RCC cells HIF-2a reporter, luciferase luminescence, overnight | inhibition, % at 18.8 µM | 0.72% of 360,000 active | AID 624352;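 active = inhibition of the luminescence signal of 40% or more relative to plate controls, in a single-dose primary screen at 18.75 µM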
# m5-HT2A agonist – mouse HTR2A agonism via beta-arrestin recruitment | CHO-K1 mHTR2A beta-arrestin complementation, luminescence; percent of 30 µM serotonin response | P35363 | 0.66% of 360,000 active | activation, % at 7.6 µM;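 active = activation above a run cutoff, the mean activation of all tested compounds plus 3 SD, cut at about 14% in these data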;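 also: 0% = plate median of compound wells and 100% = 30 µM serotonin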
# Target sequence (P35363 whole entry, looked up): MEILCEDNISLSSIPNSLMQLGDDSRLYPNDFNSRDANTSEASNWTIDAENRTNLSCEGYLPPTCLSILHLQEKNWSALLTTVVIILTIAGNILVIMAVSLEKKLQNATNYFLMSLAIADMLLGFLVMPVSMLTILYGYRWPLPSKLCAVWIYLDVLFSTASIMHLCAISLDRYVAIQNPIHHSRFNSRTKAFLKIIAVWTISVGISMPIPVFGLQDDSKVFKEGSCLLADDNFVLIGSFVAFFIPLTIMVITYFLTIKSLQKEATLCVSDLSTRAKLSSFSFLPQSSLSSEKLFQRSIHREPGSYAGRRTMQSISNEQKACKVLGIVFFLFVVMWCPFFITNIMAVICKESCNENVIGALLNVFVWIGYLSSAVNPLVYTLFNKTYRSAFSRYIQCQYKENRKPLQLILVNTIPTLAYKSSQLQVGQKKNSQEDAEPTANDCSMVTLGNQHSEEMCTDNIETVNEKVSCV
# H9c2 protect – protects H9c2 cardiomyocytes from peroxide injury; H2O2 injury protection, ATPLite, 2 h; protection from H2O2 cell death, % at 20 µM; 0.63% of 360,000 active; AID 588492;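 active = compounds giving at least 50% protection of heart cells from peroxide-induced death in the single-dose screen, raw or plate-pattern-corrected value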;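 also: 0% = DMSO wells with peroxide and 100% = DMSO wells without peroxide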
# TRPM1 prom inh – inhibitors of MITF-driven TRPM1 promoter in melanoma cells | inhibition, % at 12.5 µM | 0.83% of 330,000 active | SK-MEL-5 TRPM1 promoter luciferase, 24 h;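 active = mean inhibition across replicates of 60% or more, whatever share of single replicates reaches that level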; also: values of inactives mirror those of a sister screen read the other way
# Peg3 promoter – reduces Peg3 promoter-driven luciferase expression in HeLa; 1.7% of 360,000 active; HeLa PEG-Prom luciferase reporter, luminescence, overnight; inhibition, % at 20 µM;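 active = inhibition of at least 50% at 20 µM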
# iPSC survival up – increases survival of single human iPS cells; 0.044% of 360,000 active; hiPSC single-cell survival, ATPlite luminescence; 100% = ROCK inhibitor wells, 0% = DMSO; survival enhancement, % at 20 µM; AID 602274; in the data active = survival enhancement above about 18%;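 also: cells exposed to compounds for 16 hours before the ATP read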
# Shn3 inh set2 – inhibitors of Schnurri-3 3'UTR reporter in osteoblasts | Clone20 osteoblast Shn3 3'UTR firefly luciferase, 24 h | inhibition, % at 12.5 µM | 0.52% of 360,000 active | AID 588674;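 active = mean inhibition of at least 75% with every replicate also reaching 75%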;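 also: 0% = median of neutral control wells and 100% = pilot-screen positive control compound; some compounds past the cut are filed as inactive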
# NR2E3 ag-1 – activates human photoreceptor nuclear receptor NR2E3. Q9Y5X4. 0.12% of 320,000 active. AID 2300. inhibition of corepressor binding, % at 4.78 µM. GST-NR2E3/biotin-RetCOR TR-FRET, 1536-well;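 active = percent inhibition above the cutoff of mean plus 3 SD of all tested compounds, set per screening campaign, cut at about 20% in these data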;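 also: 0% = DMSO wells and 100% = biotin wells as full block of FRET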
#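 Format: 1536-well format; test system: GST-NR2E3 and biotin-RetCOR proteins; read-out basis: percent inhibition of TR-FRET ratio; timing: 5 h incubation at 4 °C; detection: time-resolved FRET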
# CaV13 ICDI inh – Disruptors of the CACNA1D IQ motif to Ca2+-dependent inactivation inhibitor domain association, primary screening, Förster resonance energy transfer in intact living …. HEK cells, CFP/YFP FRET ICDI-IQ, plate reader, 10 min; percent FRET-ratio fall versus neutral wells. inhibition, % at 12.3 µM. AID 743397. 0.098% of 340,000 active;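 active = mean replicate inhibition of at least 30% and at least 1% of replicates passing that level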;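 also: 0% = median of the neutral control wells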
# NR2E3 ag-2 – activates human NR2E3 receptor; Q9Y5X4; CHO-S Gal4-NCOR/VP16-NR2E3 two-hybrid, luciferase; inhibition of corepressor binding, % at 3.98 µM; 0.35% of 360,000 active; AID 602229;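 active = inhibition above the mean of all tested compounds plus 3 SD, cut at about 70% in these data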;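 also: 0% = DMSO with NR2E3 transfected cells and 100% = cells lacking NR2E3 construct; higher means lower luciferase signal from less NR2E3 corepressor binding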
# PDI turbidity – inhibitors of human protein disulfide isomerase; P07237; PDI insulin aggregation turbidity, A650, 90 min; inhibition, % at 10 µM; 0.052% of 350,000 active;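 active = mean inhibition across replicates of 30% or more, whatever share of single replicates reach that level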;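 also: absorbance from insulin aggregation driven by PDI reduction with DTT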
# Target sequence (P07237 whole entry, looked up): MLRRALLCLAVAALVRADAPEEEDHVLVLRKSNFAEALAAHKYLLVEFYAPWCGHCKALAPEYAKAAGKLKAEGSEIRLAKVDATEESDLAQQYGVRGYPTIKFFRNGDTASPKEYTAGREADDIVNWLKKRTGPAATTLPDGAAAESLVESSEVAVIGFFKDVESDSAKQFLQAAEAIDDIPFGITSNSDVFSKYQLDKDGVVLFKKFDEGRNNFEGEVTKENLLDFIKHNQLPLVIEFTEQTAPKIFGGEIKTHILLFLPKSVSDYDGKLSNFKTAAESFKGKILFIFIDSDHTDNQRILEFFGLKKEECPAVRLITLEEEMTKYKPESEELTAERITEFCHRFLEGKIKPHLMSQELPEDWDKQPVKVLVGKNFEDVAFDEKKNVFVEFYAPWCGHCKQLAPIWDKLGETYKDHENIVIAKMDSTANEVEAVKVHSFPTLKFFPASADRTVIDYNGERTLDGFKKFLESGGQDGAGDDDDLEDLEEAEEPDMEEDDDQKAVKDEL
# Starred values were filed as active, the others as inactive; nt = no result given.
SMILES,HIF-2a block,m5-HT2A agonist,H9c2 protect,TRPM1 prom inh,Peg3 promoter,iPSC survival up,Shn3 inh set2,NR2E3 ag-1,CaV13 ICDI inh,NR2E3 ag-2,PDI turbidity
CC(C)c1c(O)ccc2c1CC[C@H]1C(C)(C)CCC[C@]21C,-10,45*,-35,-5,-14,3.0,44,nt,-5,-12,7
O=C1CC(c2cccc(Cl)c2)Cc2nc(N3CCOCC3)ncc21 (stereo not given),7,-2,3,6,17,-0.8,10,-1,0,2,-4
CCn1nc(NC(=O)c2ccco2)c2cc3ccc(C)cc3nc21,-9,-1,20,6,-8,-1.7,-1,-4,nt,-16,-3
O=C(COC(=O)CN1C(=O)NC2(CCCC2)C1=O)Nc1ccccc1C(F)(F)F,4,-8,-2,-4,2,0.3,-45,1,-6,-22,-1
C/C=N/NC(=O)CCNC(=O)c1ccccc1,9,-2,4,3,9,2.6,15,-2,-3,-3,3
COc1ccc(/C=N\NC(=O)c2ccccc2F)cc1COc1ccc(F)cc1,9,-13,1,2,4,0.1,1,2,-6,-21,7
C/C=C/C(=O)OCC(=O)Nc1ccc(SC(F)F)cc1,-19,1,-4,-19,29,0.1,-3,-3,-1,-6,1
COc1ccc(Cl)cc1C(=O)NNC(=O)c1nn(C)c(=O)c2ccccc12,0,-8,30,5,6,-0.3,4,nt,-7,3,-9
CCCc1nc2c3ccccc3ccn2c1CC(C)(C)C,1,-5,-3,nt,2,2.2,32,nt,-8,-43,nt
CCn1cc(C(=O)NCCc2ccccc2)c(=O)c2cc(S(=O)(=O)N(C)C)ccc21,-11,1,7,3,9,-0.5,-1,2,-4,-12,-2
COc1ccc(-n2nc(C(=O)NCC(=O)N3CCN(C)CC3)c3ccccc3c2=O)cc1,-5,1,-1,-6,-9,1.7,-11,1,-2,-17,6
COc1ccc(NS(=O)(=O)c2c(C)n(C)c(=O)n(C)c2=O)cc1OC,1,5,0,-3,1,1.5,-4,-1,-5,-3,nt
O=C(NCCN1CCN(c2ccccc2)CC1)c1ccc2c(c1)[nH]c(=S)n1c3ccccc3nc21,27,-1,18,4,50*,-0.5,6,0,-5,-27,-2
CCNc1nc(SCc2ccccc2)nc(N2CCOCC2)n1,23,3,-12,-14,6,-1.7,13,2,-6,7,-5
CCNC(=O)C1(C)CCCN(C(=O)c2cc3ccccc3s2)C1 (stereo not given),8,-5,0,nt,-2,-2.6,-15,nt,-5,-14,1
Cc1cnnc2c1-c1no[n+]([O-])c1CC2,21,1,0,7,8,-2.4,1,-3,-12,-13,-10
O=C(CSc1c2c(nc3cc(Cl)ccc13)CCCC2)NCc1ccco1,10,3,-21,6,9,-2.6,61,7,-5,10,3
COc1ccc(/C=N\NC(=O)c2nn(C)cc2Cl)cc1CN1CCOCC1,7,-4,-3,7,4,3.9,-7,0,-3,3,-1
Cc1cc(C)c2nc(N3CCCC3)c(C#N)cc2c1,-44,-5,-12,6,-45,-1.2,-35,5,-2,-34,-1
COCC(C)NC(=O)c1cc(S(=O)(=O)N2CCCCC2)ccc1N1CCOCC1 (stereo not given),7,2,8,10,4,0.2,-15,-1,-5,-15,4
CCCCn1c(N)c(N(Cc2ccccc2OC)C(=O)C(C)Oc2ccc(Br)cc2)c(=O)[nH]c1=O (stereo not given),9,2,5,11,11,2.2,5,nt,-2,-28,4
COC(=O)c1cc(OC)c(OC)cc1NC(=O)Nc1ccccc1OC,11,2,-2,6,16,0.8,5,2,-5,0,-9
COc1ccc(-n2c(=S)[nH]c3cc(C(=O)N(C)Cc4ccccc4)ccc3c2=O)cc1,15,5,8,27,1,0.5,3,0,-7,8,-2
COc1ccc(C(CCNCc2ccccc2F)c2ccc(F)cc2)cc1 (stereo not given),-7,-5,-4,-10,18,-1.2,34,0,2,-4,17
COc1ccc(C(=O)N2N=C(c3cccs3)CC2c2ccccc2O)cc1 (stereo not given),7,3,4,8,10,-0.4,1,3,-5,-20,-16

# 3 compounds out of the list above, sorted by their value in NR2E3 ag-1, rising.
molecule,NR2E3 ag-1
C/C=C/C(=O)OCC(=O)Nc1ccc(SC(F)F)cc1,-3
O=C1CC(c2cccc(Cl)c2)Cc2nc(N3CCOCC3)ncc21 (stereo not given),-1
COC(=O)c1cc(OC)c(OC)cc1NC(=O)Nc1ccccc1OC,2

# Copied from the list:
# Result of C/C=C/C(=O)OCC(=O)Nc1ccc(SC(F)F)cc1 in H9c2 protect: -4
# Result of CCNc1nc(SCc2ccccc2)nc(N2CCOCC2)n1 in Peg3 promoter: 6
# Result of O=C1CC(c2cccc(Cl)c2)Cc2nc(N3CCOCC3)ncc21 (stereo not given) in NR2E3 ag-2: 2
# Result of COc1ccc(C(=O)N2N=C(c3cccs3)CC2c2ccccc2O)cc1 (stereo not given) in TRPM1 prom inh: 8
# Result of CCCCn1c(N)c(N(Cc2ccccc2OC)C(=O)C(C)Oc2ccc(Br)cc2)c(=O)[nH]c1=O (stereo not given) in iPSC survival up: 2.2
# Result of COc1ccc(/C=N\NC(=O)c2ccccc2F)cc1COc1ccc(F)cc1 in PDI turbidity: 7
# Result of Cc1cc(C)c2nc(N3CCCC3)c(C#N)cc2c1 in NR2E3 ag-2: -34

# Next structures follow:
SMILES,HIF-2a block,m5-HT2A agonist,H9c2 protect,TRPM1 prom inh,Peg3 promoter,iPSC survival up,Shn3 inh set2,NR2E3 ag-1,CaV13 ICDI inh,NR2E3 ag-2,PDI turbidity
CS(=O)(=O)N1CCN(c2ccc(NC(=O)c3ccc(Br)o3)cc2)CC1,-193,2,0,-64,-221,-0.3,-36,-2,-6,-93,4
Nn1cnn(Cc2ccccc2)c1=S,15,-1,-1,-1,5,-1.5,0,-1,1,-34,17
COc1ccccc1OCCN1C(=O)S/C(=C\c2ccco2)C1=O,-123,-2,8,-20,-109,-0.2,-14,-1,nt,-68,-11
COc1ccccc1/C=C/C=N/n1c(-c2ccncc2)n[nH]c1=S,1,3,-3,-16,-3,0.9,5,0,-12,7,-25
COc1ccc(CCNC(=O)CNC(=O)c2ccccc2Br)cc1OC,4,-8,8,-8,7,1.5,-16,1,-2,-52,-3
Cc1ccc(C(C)C)cc1S(=O)(=O)Nc1ccncc1,15,3,7,-8,15,-0.6,27,3,-2,19,0
Cc1ccc(SCC(=O)Nc2ccc3c(c2)OCCO3)cc1,-231,4,-7,-66,-235,2.0,-118,4,-4,11,1
COc1ccc(O)c(C(=O)c2cnc3c(c2)c(=O)[nH]c(=O)n3C)c1,-11,3,10,4,-7,-1.3,-2,1,-4,-6,-10
Cc1cc(=O)[nH]c2ccc(Cl)cc12,1,1,9,40,34,-1.0,-7,3,-5,-9,0
CN(C)S(=O)(=O)c1cccc(NC(=O)CNCC2CCCCC2)c1,4,-2,-3,7,-5,0.8,14,0,2,-8,-8
COc1ccc(NC(=S)N(Cc2ccc(Cl)cc2)Cc2ccc(C(=O)O)cc2)cc1Cl,5,1,-4,-8,-3,0.1,-27,-3,-21,13,4
Cc1ccc(O)c(C(=O)c2cnc3c(c2)COc2ccccc2-3)c1,16,0,-11,-26,-17,-0.5,13,6,-4,-41,10
O=C(CNC(=O)N1CC(=O)Nc2ccccc21)NCc1ccccc1,2,1,4,-3,1,1.0,-31,0,-7,-8,12
Cc1cc(C(=O)N/N=C/c2cccc(OC(=O)c3ccco3)c2)n[nH]1,-70,-4,-4,-42,-44,-3.7,-19,0,-5,-26,-8
O=C(COc1ccc2ccccc2c1)Nc1cccc(C(=O)Nc2ccccc2C(=O)O)c1,-101,8,6,1,-1,0.5,23,-1,-6,-18,2
Cc1ccc(S(=O)(=O)N2CC3CCCN3c3ccc(C(F)(F)F)cc32)cc1 (stereo not given),24,1,-6,2,31,7.1,23,4,-4,-22,-18
CCOC(=O)c1c(C)[nH]c(N=Nc2cccc(C)c2)c1C,-447,-6,-3,-104,-402,2.4,-136,0,nt,-136,3
Cc1c(C)n2c(SCC(=O)Nc3ccc4c(c3)OCCO4)nnc2[nH]c1=O,12,10,0,-11,5,-0.2,-14,2,-4,-1,-5
COc1ccc(-n2c(Cc3cccn3C)nnc2SCC(=O)Nc2ccc(C)cc2)cc1,-6,3,-11,nt,10,2.2,4,-1,-5,-1,nt
Cc1ccc(NC(=O)CNC(=O)c2ccc(Br)o2)nc1,8,6,7,7,-18,0.3,-12,-1,-16,24,-3
COC(=O)c1ccc(CNC(=O)c2ccc(S(=O)(=O)N3CCCC(C)C3)cc2)cc1 (stereo not given),12,-4,-6,3,19,-2.4,-28,3,-2,-1,-4
CCc1cccc2c1NC(=O)C2(O)N1CCCC(C)C1 (stereo not given),-44,2,0,4,-24,0.0,-21,5,-4,-21,3
COc1cccc(CNC(=O)[C@@H]2CCCN2)c1,5,2,nt,nt,nt,1.6,nt,nt,-8,3,nt
N#Cc1ccc(NC(=O)c2sc3cc(C(F)(F)F)cnc3c2-c2cccs2)cc1,8,2,-10,6,4,-0.4,4,0,nt,-8,15
S=C(Nc1cccc2ccccc12)NN1CCCCCC1,-22,-3,-6,9,-39,-2.4,36,nt,-5,-25,1
Cn1c(COc2ccccc2)nnc1SCC(=O)NNC(=O)C1CCCCC1,16,2,-2,1,2,0.6,4,-3,-3,5,3
O=C(/C=C/c1ccc(S(=O)(=O)N2CCOCC2)cc1)NCCCn1ccnc1,7,5,2,-2,-11,0.3,4,-1,-2,-27,-1
O=C1NC2(CCCCC2)C(=O)N1/N=C/c1ccc(O)cc1O,-92,0,7,-22,-11,2.2,-9,2,0,-14,4

# Hits appear at their usual frequency; about 3.9% have a hit in one of these screens.
